PglD DTNB: C. jejuni PglD acetyltransferase inhibitors, primary screen, biochemical, DTNB colorimetric, single point | UDP-N-acetylbacillosamine N-acetyltransferase PglD (Campylobacter jejuni) | purified PglD enzyme, DTNB colorimetric CoA detection | inhibition, % at 12.5 µM | hit rate 0.098% among 360,000 | AID 602405, 2012; in the data active = inhibition above about 16%, passing the limit was not always enough; inconclusive = no clear call, values can overlap the other calls; also: strong numbers were not always called active
ERAP1 HTS inh: human ERAP1 aminopeptidase inhibitors, primary screen, biochemical, single point, plate reader. Endoplasmic reticulum aminopeptidase 1 (Homo sapiens), Q9NZ08. recombinant ERAP1, Leu-AMC fluorescence, 60 min. inhibition, % at 10.7 µM. hit rate 0.15% among 340,000;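 active = mean replicate inhibition of at least 30%, or all replicates individually reaching that 30% level; inactive = mean below 30% and not every replicate reaching it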;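 also: 0% = neutral control wells and 100% = L-leucinethiol positive control wells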
PGC1a acetyl inh: inhibitors of PGC1a acetylation signal, primary screen, cell-based, U2OS, AlphaScreen, inhibitor mode. AlphaScreen anti-acetyl-lysine; with virally co-expressed GCN5 acetyltransferase. inhibition, % at 15.6 µM. hit rate 0.17% among 350,000. AID 651687, 2012;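 active = every replicate shows inhibition of at least 40%; inconclusive = mean inhibition at least 40% but some replicate below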;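 also: 0% = neutral control wells and 100% = positive control wells; some results beyond the cut were filed as inactive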
Cneo AK release: Cryptococcus neoformans cell lysis inducers, primary screen, AK release luminescence, single concentration. C. neoformans lysis, adenylate kinase release luminescence, 4 h; normalised: neutral wells 0, clomiphene wells 100. lysis activity, % at 15 µM. hit rate 0.2% among 360,000. AID 651654, 2012;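 active = mean lysis activity across replicates of at least 80%, whatever share of replicates individually reach that level; inactive = mean lysis activity below 80%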
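Material: C. neoformans cells; Schedule: 4 h static compound exposure, 37 °C, read 1 h post-reagent; Measured by: adenylate kinase release luminescence; Read-out: signal increase indicating cell lysis; Controls: Clomiphene as positive lysis control.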
E-sel inducer: E-selectin induction in HUVECs, primary screen, imaging, HUVEC, immunofluorescence imaging, single point. normalized: neutral wells 0, TNF-alpha wells 100. activation, % at 7.58 µM. hit rate 0.37% among 260,000. P16581;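 active = mean E-selectin-positive cell signal at least 10% of the positive control, reached in at least 60% of replicates, without over 20% cell loss; inconclusive = no rule given, readout overlaps actives, possibly toxicity-flagged; inactive = the rest, including those meeting only one limit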;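 also: in these data hits start at about 27%; measured in HUVEC primary endothelial cells; signal is the percent of cells scored E-selectin positive by PE staining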
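System: HUVEC / Compound: single concentration / Signal: immunofluorescence imaging / Read-out: percent E-selectin-positive cells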
RAD54 inh: inhibitors of human RAD54 branch migration, primary screen, biochemical, fluorescence, single point; RAD54 Holliday junction branch migration, FAM/BHQ fluorescence; inhibition, % at 10.4 µM; AID 602329, 2012; DNA repair and recombination protein RAD54-like (Homo sapiens), Q92698; hit rate 0.14% among 360,000;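 active = mean normalized replicate activity at least 40 and at least half of replicates scoring 40 or more; inconclusive = only one of the two criteria met; inactive = mean below 40 and under half of replicates reaching 40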;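 also: 0% = median of neutral control wells and 100% = median of positive control wells; inhibitors cause a drop in the FAM fluorescence signal; in these data hits start at about 50%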
Target sequence (Q92698 whole entry, looked up): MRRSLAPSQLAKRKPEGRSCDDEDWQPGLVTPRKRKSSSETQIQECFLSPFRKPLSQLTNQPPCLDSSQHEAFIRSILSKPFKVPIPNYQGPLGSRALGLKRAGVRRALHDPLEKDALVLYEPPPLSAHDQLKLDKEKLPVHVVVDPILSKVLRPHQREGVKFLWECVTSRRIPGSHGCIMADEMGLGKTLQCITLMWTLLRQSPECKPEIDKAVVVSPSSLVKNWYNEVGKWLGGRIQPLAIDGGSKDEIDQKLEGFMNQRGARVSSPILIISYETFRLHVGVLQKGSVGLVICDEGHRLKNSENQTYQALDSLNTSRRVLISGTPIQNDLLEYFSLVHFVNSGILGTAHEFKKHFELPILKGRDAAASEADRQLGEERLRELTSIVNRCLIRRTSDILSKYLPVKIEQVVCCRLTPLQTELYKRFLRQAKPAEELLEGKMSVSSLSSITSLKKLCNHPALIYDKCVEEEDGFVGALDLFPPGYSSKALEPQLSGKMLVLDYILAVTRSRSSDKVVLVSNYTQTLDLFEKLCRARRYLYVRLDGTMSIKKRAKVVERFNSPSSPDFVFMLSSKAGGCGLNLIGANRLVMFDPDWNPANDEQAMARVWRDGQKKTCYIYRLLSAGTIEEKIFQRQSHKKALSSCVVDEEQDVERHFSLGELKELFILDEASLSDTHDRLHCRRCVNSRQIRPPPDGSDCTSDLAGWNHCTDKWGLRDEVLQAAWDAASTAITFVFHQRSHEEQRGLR
miR122 inh: miR-122 Renilla sensor signal increase in Huh7, primary screen, miR-122 inhibitor project, cell-based, single point, plate reader; Huh7 miR-122 Renilla luciferase sensor, 48 h; neutral wells = 0, positive control = 100; activation (reporter increase), % at 12.5 µM; hit rate 0.3% among 340,000;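 active = mean replicate activation score at least 90 and every replicate individually at or above 90; inconclusive = only one of the two criteria met; inactive = neither criterion met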;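 also: higher luciferase means less miR-122 activity so hits act as miR-122 inhibitors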
RAD52 anneal inh: RAD52 DNA annealing inhibitors, primary screen, biochemical, FRET, single point, set 2; AID 651710, 2012; DNA repair protein RAD52 homolog (Homo sapiens), P43351; recombinant RAD52 DNA annealing, FRET fluorescence; inhibition, % at 18.7 µM; hit rate 0.46% among 360,000;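 active = every replicate showing at least 50% inhibition; inconclusive = mean inhibition at least 50% but not in every replicate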
Numbers without * were called inactive; ? = inconclusive; / = not tested or not shown; [ ] = another dose, or the depositor's remark.

SMILES	PglD DTNB	ERAP1 HTS inh	PGC1a acetyl inh	Cneo AK release	E-sel inducer	RAD54 inh	miR122 inh	RAD52 anneal inh
COc1ccc(NC(=O)C(=O)NNC(=O)c2ccc(Cl)cc2Cl)cc1	2.4	-2.2	/	2.8	/	-16.2	/	1.4
C[C@@H]1CN([C@@H](C)CO)C(=O)c2cc(NC(=O)c3ccncc3)ccc2O[C@H]1CN(C)C(=O)Nc1cccc2ccccc12	0.1	5.7	-11.3	2.5	-22.2	2.6	-5.4[16.7 µM]	-9.8
CCn1c(=O)c(C(=O)NCc2ccccc2OC)c(O)c2ccccc21	5.4	1.4	8.4	-0.9	/	4.2	-3.2	-7.6
O=c1[nH]c(CN2CCOCC2)nc2cc(Cl)ccc12	-2.7	-0.2	15.2	1.0	7.8	-5.2	-1.5	-15.0
CC(=O)NC(CC(=O)NCCCn1ccc2ccccc21)c1ccccc1 (stereo not given)	-7.5	1.6	12.9	2.6	-0.1	8.4	-1.7	-13.1
Cc1nc2nc(Cc3ccccc3)[nH]n2c(=O)c1Cc1ccccc1	1.2	/	-14.4	1.2	/	3.4	0.5	/
COc1ccc(S(=O)(=O)N(C)C[C@H]2Oc3ccc(NC(=O)Cc4ccccc4)cc3C(=O)N([C@H](C)CO)C[C@H]2C)cc1	-1.4	2.2	13.0	-0.4	-0.1	-9.3	?	-4.4
COc1cccc(S(=O)(=O)N2C[C@@H](O)COC[C@@H]3O[C@@H](CC(=O)N4CCCCC4)CC[C@H]32)c1	-22.7	-4.0	-4.6	38.0	0.0	-4.0	2.3[16.7 µM]	-6.1
C=CCN1C2CCCC1CC(NC(=O)Nc1cc(C)cc(C)c1)C2 (stereo not given)	/	1.1	7.9	/	0.1	/	/	7.3
COc1ccc(C(=O)NC(=O)COC(=O)c2ccc(C)o2)cc1	7.4	1.3	/	-0.4	4.8	1.2	/	-0.8
CCC1=NN(C(=O)C(=O)NCCc2ccccc2)C(O)(C(F)(F)F)C1 (stereo not given)	9.1	/	3.1	0.0	/	-0.9	1.4	/
CN(C)S(=O)(=O)c1ccc(S(=O)(=O)N(CC(=O)Nc2ccccc2)Cc2ccco2)cc1	1.6	/	-6.9	-0.8	/	2.1	3.1	/
Cn1c(CCC(=O)OCC(=O)NCc2ccccc2Cl)nc(=O)c2ccccc21	/	7.4	7.0	/	2.7	/	2.2	-1.7
CS(=O)(=O)Oc1ccc2c(c1)O/C(=C\C=C\c1ccccc1)C2=O	-3.6	1.0	/	0.9	0.0	-2.6	-8.1	-34.1
CCOc1ccccc1OCCCOc1ccc(C)cc1Cl	-0.5	/	-9.3	-2.7	/	-7.9	-0.1	/
COc1ccc(-c2noc(C3CCCN(C(=O)CCc4ccccc4)C3)n2)cc1 (stereo not given)	3.2	/	3.8	-5.0	/	-22.0	4.4	/
COC(=O)c1cn(C(=O)/C=C/c2ccc(OC)c(OC)c2)c2ccccc12	/	-2.1	-10.0	/	0.8	/	11.6	-7.0
N#Cc1ccccc1OCc1cccc(S(=O)(=O)N2CCOCC2)c1	5.6	-0.4	9.4	-1.4	0.2	-4.8	-1.0	-1.4
Cn1cnc(S(=O)(=O)N2C[C@H](O)COC[C@@H]3O[C@H](CC(=O)N4CCN(c5ccccc5)CC4)CC[C@H]32)c1	0.2	1.7	2.3	-0.7	-0.1	-7.2	4.8[16.7 µM]	-6.9
O=C(COC(=O)c1cc(=O)[nH]c2ccccc12)Nc1ccc(F)cc1	-3.7	5.0	3.5	-1.1	0.0	-11.2	10.2	-6.9
CCOC(=O)C1=C(C)N=c2s/c(=C3/C(=O)Nc4ccccc43)c(=O)n2C1c1ccc(C)cc1 (stereo not given)	0.6	/	/	-9.7	/	-3.0	?	/
COc1ccccc1NS(=O)(=O)c1cc(NC(=O)c2sccc2C)ccc1N1CCOCC1	0.5	-1.8	-32.7	2.5	0.1	1.1	84.3	-18.0
COc1ccccc1N1CCN(C(c2cccs2)C(C)NS(=O)(=O)c2ccccc2)CC1 (stereo not given)	-0.8	0.8	-9.3	1.6	-0.2	4.7	-2.4	-4.5
CC1CCN(C(=O)c2cc(S(=O)(=O)N3CCCCC3)c[nH]2)CC1	-1.2	-3.6	28.9	-2.0	0.1	5.1	25.7	-13.9
Cc1nnc(SCC(=O)Nc2ccc(F)cc2F)n(N)c1=O	3.4	0.0	-4.2	2.4	/	9.8	1.9	-16.7

Complete entries, quoted from the list. Order of screens: PglD DTNB, ERAP1 HTS inh, PGC1a acetyl inh, Cneo AK release, E-sel inducer, RAD54 inh, miR122 inh, RAD52 anneal inh
`Cc1nnc(SCC(=O)Nc2ccc(F)cc2F)n(N)c1=O` is entered as 3.4, 0.0, -4.2, 2.4, /, 9.8, 1.9, -16.7
`O=C(COC(=O)c1cc(=O)[nH]c2ccccc12)Nc1ccc(F)cc1` is entered as -3.7, 5.0, 3.5, -1.1, 0.0, -11.2, 10.2, -6.9
`CCC1=NN(C(=O)C(=O)NCCc2ccccc2)C(O)(C(F)(F)F)C1` (stereo not given) is entered as 9.1, /, 3.1, 0.0, /, -0.9, 1.4, /
`COc1ccc(NC(=O)C(=O)NNC(=O)c2ccc(Cl)cc2Cl)cc1` is entered as 2.4, -2.2, /, 2.8, /, -16.2, /, 1.4
`COc1cccc(S(=O)(=O)N2C[C@@H](O)COC[C@@H]3O[C@@H](CC(=O)N4CCCCC4)CC[C@H]32)c1` is entered as -22.7, -4.0, -4.6, 38.0, 0.0, -4.0, 2.3[16.7 µM], -6.1

More compounds
SMILES	PglD DTNB	ERAP1 HTS inh	PGC1a acetyl inh	Cneo AK release	E-sel inducer	RAD54 inh	miR122 inh	RAD52 anneal inh
C/C=C/c1ccc2c(c1)O[C@H](CN(C)C(=O)Nc1ccccc1)[C@@H](C)CN([C@@H](C)CO)S2(=O)=O	3.0	0.7	-2.2	-1.3	1.1	2.9	6.8[16.7 µM]	10.8
CCCc1c(C(=O)N/N=C/c2ccncc2)nnn1-c1nonc1N	-6.1	-5.7	-1.9	-0.7	-0.1	13.7	7.1	-14.0
COc1cc(NC(=O)C2CCN(c3cnccn3)CC2)cc(OC)c1OC	-0.5	-2.8	2.9	-0.7	/	3.9	-4.7	-5.0
CC(=O)N1c2c(cc(Br)cc2S(=O)(=O)N2CCN(c3ccccc3F)CC2)CC1C (stereo not given)	-3.9	2.0	/	14.1	0.3	-1.6	4.6	-9.1
COc1ccc2c3c(n(C)c2c1)[C@@H](CO)N(C(=O)c1ccccc1)CC31CCN(CC2CC2)CC1	/	-1.7	-6.6	/	0.2	/	/	15.6
CO[C@@H]1CC[C@H]2CCOc3ccc(C#N)cc3C(=O)N(C)[C@@H](C)C(=O)N(C)C[C@H]1O2	1.0	/	/	2.7	0.1	5.1	/	/
Cc1cc(C)n2c(SCc3ccc(Br)cc3)nnc2n1	2.6	-2.0	4.9	-1.6	/	-4.1	-3.7	-3.0
CC[C@H](C)[C@@H](CO)NC(=O)[C@H]1O[C@@H](n2ccc(=O)[nH]c2=O)[C@H](O)[C@@H]1O	-2.4	-1.6	-5.9	0.1	0.0	4.1	1.4	-8.6
O=S(=O)(NCC1CCN(c2ccc(S(=O)(=O)N3CCOCC3)cc2)CC1)c1ccc(F)cc1	-2.4	-3.2	/	-9.2	/	6.0	/	-83.4
CN(C)C(=O)[C@H]1[C@H](CO)[C@H]2Cn3c(ccc(-c4ccccc4)c3=O)[C@@H]1N2CC1CCCC1	0.5	2.8	-4.8	-0.3	0.0	-8.0	-0.9[16.7 µM]	7.7
O=C(COC(=O)Cc1ccsc1)Nc1cccc(F)c1	-3.5	1.2	/	0.4	-0.3	2.0	/	-3.8
CC1=NOC(=O)/C1=C/c1ccc(O)c(Br)c1	-0.3	4.6	-5.9	0.1	2.3	-8.4	/	-73.4
COCCC(=O)NC12CC3CC(CC(C3)C1)C2	-9.1	/	10.1	3.1	/	0.8	-2.4	/
CC(C)NS(=O)(=O)c1ccc(NC(=O)C(C)OC(=O)C2CCC2)cc1 (stereo not given)	3.5	0.0	7.4	-0.4	/	0.1	2.3	11.4
COc1ccc(S(=O)(=O)N(C)C[C@@H]2Oc3ccc(NC(=O)Nc4ccccc4)cc3C(=O)N([C@@H](C)CO)C[C@@H]2C)cc1	1.2	0.1	-7.0	-2.9	-0.3	5.8	-8.7[16.7 µM]	10.4
CCn1c(=N)n(CC(=O)c2ccc(OC)c(OC)c2)c2ccccc21	/	0.1	?	/	/	/	-5.3	-5.9
CN(C)C(CNC(=O)c1cccc(S(=O)(=O)N2CCN(c3ccccc3)CC2)c1)c1ccccc1 (stereo not given)	2.0	0.0	/	1.1	0.5	-0.4	/	-12.1
C=Cc1cc2c(cc1O)CCC1C2CCC2(C)C(O)CCC12 (stereo not given)	/	-0.7	-12.1	/	0.2	/	15.8	15.6
CCOc1ccc2oc(C(=O)OCC(=O)NC3CCCC3)c(C)c2c1	-4.9	3.7	-0.2	1.2	/	-4.0	-11.8	-20.3
Cc1ccccc1C(=O)OCC(=O)N1CC(=O)Nc2ccccc21	-3.3	-5.1	12.5	-1.2	/	12.7	2.4	-0.1
CC(C)NC(=O)Nc1ccc2c(c1)C(=O)N([C@@H](C)CO)C[C@H](C)[C@@H](CN(C)Cc1ccc(C(=O)O)cc1)O2	-0.5	1.0	5.4	-1.5	-6.6	2.0	7.4[16.7 µM]	2.9
COc1cc(-c2nnc(NC(=O)CCS(=O)(=O)c3ccc(F)cc3)o2)cc(OC)c1OC	1.1	-2.4	-2.9	-2.6	3.0	4.9	/	-10.3
Cn1c(=O)c2c(nc(SCC(=O)c3cccs3)n2Cc2ccc(F)cc2)n(C)c1=O	6.4	/	3.6	-0.3	/	-4.4	-4.1	/
CCOc1ccc(NC(=O)CN(C)C(=O)c2ccc(=O)[nH]c2)cc1OCC	-3.5	-1.8	-2.9	-0.3	0.1	-10.0	/	-11.5
CC(C)NC(=O)N1CCCCN2[C@@H](CO)[C@H](c3ccc(C#CC4CC4)cc3)[C@@H]2C1	-3.1	-0.3	0.6	-0.7	0.0	6.4	0.8[16.7 µM]	8.4
O=C(Cc1ccc([N+](=O)[O-])cc1)N1N=C2CCCCC2C1(O)C(F)(F)F (stereo not given)	2.3	-1.8	7.7	0.0	-0.1	-2.7	9.2	-14.4
Cc1ccc(Nc2ncnc(N)n2)cc1	4.5	0.3	/	-0.2	-1.6	0.1	-2.3	2.4
CC12CCC(C(=O)Nc3ccccc3Br)(C/C1=N\O)C2(C)C (stereo not given)	3.4	/	-3.4	1.0	/	1.7	42.9	/
CC(=O)Nc1ccc(S(=O)(=O)Nc2cc(S(=O)(=O)N3CCCCC3)ccc2O)cc1	1.0	1.1	/	-1.3	0.0	-6.3	4.6	-17.9
O=C(COc1ccc2c3c(c(=O)oc2c1)CCCC3)NCc1cccnc1	2.9	-1.6	-4.5	-1.9	/	5.4	-7.9	-13.7

An unsorted share of the library; 1.4% or so of the library scored in one or more.
